HTT ATP protect: cytoprotection in Huntington HTT-Q103 PC12 cell model | PC12 HTT-Q103 induced, cytoprotection, ATP luminescence, 40 h | Potency, µM (titrated, usually from 56.4 µM), inactives show cytoprotection (ATP increase), actives largely listed as activators | 0.14% of 230,000 active;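 further: % of control where 0% means no effect; nearly all actives have a fitted effect of over 45% in size; toxic huntingtin expression switched on by the ecdysone agonist tebufenozide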
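Compounds were screened for protection of PC12 cells against cell death after tebufenozide induction (100 nM final) of mutant Huntingtin exon 1 (Q103) fused to GFP.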
GAA spleen mod: inhibitors or activators of human alpha-glucosidase in spleen homogenate; 0.006% of 240,000 active; Potency, µM (series often up to 79.9 µM), for inactives: top-dose activity change, negative = inhibition, hits mostly inhibitors; AID 2112; P10253; human spleen homogenate, 4-MU-alpha-glucoside fluorescence;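 further: 0% = enzyme with vehicle and -100% = no enzyme basal signal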
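Compounds were titrated against alpha-glucosidase in spleen homogenate at pH 5.0, with 1 mM 4-methylumbelliferyl substrate for 40 min at 37 C. Reactions were quenched with pH 10 NaOH/glycine and fluorescence measured.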
GLA spleen mod: alpha-galactosidase A (human) modulation; P06280; human spleen homogenate, 4MU-alpha-Gal fluorescence, 40 min; Potency, µM (titrated, usually from 80 µM), for the others: at the top dose activity change, negative = inhibition, usual class: inhibitors; 0.008% of 240,000 active; AID 2107;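 further: 0% = enzyme with vehicle and -100% = no enzyme basal signal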
Target sequence (P06280 32-429 limits assumed): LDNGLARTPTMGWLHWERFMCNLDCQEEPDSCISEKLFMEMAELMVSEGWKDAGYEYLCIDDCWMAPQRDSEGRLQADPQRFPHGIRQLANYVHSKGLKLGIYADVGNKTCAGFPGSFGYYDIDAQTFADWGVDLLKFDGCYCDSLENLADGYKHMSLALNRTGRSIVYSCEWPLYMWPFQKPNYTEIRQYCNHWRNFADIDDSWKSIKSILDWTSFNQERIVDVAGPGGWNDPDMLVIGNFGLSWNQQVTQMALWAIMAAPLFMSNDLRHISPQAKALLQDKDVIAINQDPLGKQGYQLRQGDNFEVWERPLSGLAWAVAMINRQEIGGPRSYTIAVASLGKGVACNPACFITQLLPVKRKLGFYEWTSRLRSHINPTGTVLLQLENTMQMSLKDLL
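qHTS titration in buffer at pH 5.0. Alpha-galactosidase activity in spleen homogenate was measured via 4-methylumbelliferone release from 1 mM fluorogenic substrate after 40 min at 37C and a pH 10 stop. AC50 came from Hill fits of control-normalized data.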
GAA glycogen mod: GAA glycogen-cleavage inhibition or activation. AID 2100. P10253. recombinant GAA, glycogen substrate, Amplex Red glucose oxidase fluorescence. Potency, µM (top dose mostly 76.4 µM), inactives show at the top dose activity change, negative = inhibition, usual class: inhibitors. 0.38% of 300,000 active;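 further: 0% = full enzyme reaction and -100% = no-enzyme basal signal; the screen sought inhibitors and activators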
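Natural-substrate format: glycogen cleavage by 4 nM human enzyme, glucose read by Amplex Red coupling (Ex 573, Em 610 nm). Normalized to enzyme and no-enzyme controls.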
GAA inh: inhibitors of human lysosomal alpha-glucosidase | Potency, µM (top dose mostly 76.9 µM), for inactives: top-dose activity change, negative = inhibition, hits mostly inhibitors | purified human GAA, 4-MU-alpha-glucoside fluorescence | 0.005% of 200,000 active | P10253;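 further: plate controls were uninhibited enzyme wells for no effect and no-enzyme background for full effect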
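Fluorogenic assay: 4 nM human alpha-glucosidase with 400 uM 4-methylumbelliferyl-alpha-D-pyranoside in 50 mM citrate/phosphate, 0.005% Tween-20, pH 5.0, 20 min at room temperature. Compounds tested up to 77 uM; AC50 from Hill fits.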
Tau ThT inhib: inhibitors of human tau fibril formation, thioflavin T binding | recombinant tau K18 P301L, heparin-induced fibrillization, ThT fluorescence | Potency, µM (series often up to 57.4 µM), without a hit: at the top dose activity, negative = inhibition, hits mostly inhibitors | 2.1% of 270,000 active | AID 1460; further: on the % scale 0 is the no-effect control and ±100 the full control effect; nearly all actives have a fitted effect of over 55% in size
Target sequence (P10636 561-689 P618L limits assumed): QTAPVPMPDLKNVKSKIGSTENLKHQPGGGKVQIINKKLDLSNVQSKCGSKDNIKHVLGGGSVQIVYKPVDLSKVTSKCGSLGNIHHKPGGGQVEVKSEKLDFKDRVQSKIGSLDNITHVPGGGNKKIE
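Heparin-induced (20 uM) aggregation of recombinant human K18 P301L tau, 15 uM unlabeled with 0.24 uM labeled, pH 7 acetate buffer, 6 hr at 37 C with compound. Fibrils quantified by 30 uM ThT fluorescence after 1 hr ambient incubation.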
Tau fluor counter: counter-screen for tau fibril formation inhibitors; tau K18 P301L (four-repeat tau fragment) Alexa594 fluorescence, heparin fibrillization; AID 1463; 0.93% of 280,000 active; Potency, µM (doses to about 57.7 µM), without a hit: at the highest dose activity change, negative = decrease; further: on the % scale 0 is the no-effect control and ±100 the full control effect; nearly all actives have a fitted effect of over 55% in size
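Human K18 P301L tau (15 uM unlabeled plus 0.24 uM Alexa 594-labeled, final) in 100 mM sodium acetate pH 7 was mixed with compound and 20 uM heparin and incubated 6 hr at 37 C.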
Tau fibril FP: tau fibrillization inhibition (FP) | P10636 | K18 P301L tau heparin fibrillization, Alexa594 FP, 6 h | Potency, µM (top dose mostly 57.7 µM), inactives show top-dose activity, negative = inhibition, hits mostly inhibitors | 0.39% of 280,000 active; further: on the % scale 0 is the no-effect control and ±100 the full control effect; nearly all actives have a fitted effect of over 55% in size
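FP of Alexa 594-tau after heparin (20 uM) induction. Substrate: human K18 P301L, 15 uM unlabeled, 0.24 uM labeled. Buffer 100 mM sodium acetate pH 7. 6 hr, 37 C.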
The depositor's hits bear a star; ? = inconclusive; / = not tested or not shown; & = joins results of further samples; [ ] = remark or other dose. The call rests on the fitted dose curve; in most records, active means well fitted curve in the direction sought with a large enough effect; inconclusive means small, poorly fitted or top-dose-only effect, or another doubt; inactive means no such curve, though single readings can be large; an effect the other way counts as inactive or inconclusive. Potency means the concentration at half of the fitted maximal effect. The order is random. About 3.3% of those tested had a hit in this group.

SMILES	HTT ATP protect	GAA spleen mod	GLA spleen mod	GAA glycogen mod	GAA inh	Tau ThT inhib	Tau fluor counter	Tau fibril FP
OCCN1CCN(CC#CCn2c3ccccc3c3ccccc32)CC1	-46%[10 µM]	4%	1%	6%	-10%	-4%	-2%	6%
COc1ccc(-c2csc(NC(=O)c3ccccc3NS(=O)(=O)c3ccc(F)c(F)c3)n2)cc1	-66%[inhibitor][10 µM]	3%	3%	-14%	-4%	22µM*	?	?
O=C(NCCNC(=O)c1ccc([N+](=O)[O-])cc1)c1ccncc1	-44%[inhibitor]	3%	4%	-2%	-2%	?	-4%	6%
Cc1cc(C)c(NC(=O)Cn2cnc3c(oc4ccccc43)c2=O)c(C)c1	-28%	-4%	0%	3%	2%	?	-1%&-14%	6%&-8%
COc1ccc(C(NC(C)=O)c2c(O)ccc3ccccc23)cc1OC (stereo unspecified)	-20%[10 µM]	-1%	2%	-16%	-2%	8%	4%	9%
C#CCOCCOCCOCCNc1nc(N2CCN(C(=O)[C@H](CCCCN)n3cc([C@@H](N)CO)nn3)CC2)nc(N2CCN(C(=O)[C@H](Cc3cc4ccccc4[nH]3)n3cc([C@@H](N)CO)nn3)CC2)n1	-17%[10 µM]	1%	5%	1%	/	-8%	5%	-9%
CNC(=O)COC(=O)c1[nH]c(C)c(C(C)=O)c1C	-6%[10 µM]	-4%	0%	-6%	-4%	-16%	-9%	-8%
COc1ccc(C2=NN(c3ccccc3)C(=O)/C2=C\c2ccc(O)c(OC)c2)cc1	?	0%	-12%	?	?	?	?	?
CC(=O)Nc1ccc(NS(=O)(=O)c2cccc3ccccc23)cc1	-3%	-2%	-10%	-10%	-5%	-6%	-11%	-8%
O=C(Nc1ccc([N+](=O)[O-])cn1)c1ccc2c(c1)OCO2	-3%	-4%	-3%	-4%	?	?	-10%	5%
CC(c1ccc(C(C)(C)C)cc1)S(=O)CC(O)CO (stereo unspecified)	/	-7%	6%	4%	0%	-13%	-9%	-11%
O=C(O)c1sc(Nc2ccccc2)nc1-c1ccccc1	/	/	/	11%[76.3 µM]	/	-12%	-17%	-7%
Cc1cccc(NC(=O)NCCN2C(=O)C3C4C=CC(C4)C3C2=O)c1 (stereo unspecified)	-21%	-4%	-10%	-7%	-3%[15.4 µM]	0%	-2%	-1%
C#Cc1cccc(NC(=O)C2CCN(C(C)=O)CC2)c1	-22%	-9%	-17%	-7%	5%	-2%	-2%	-18%
CC1=Nn2c(nnc2-c2cccs2)SC1	38%	0%	1%	-1%	-1%	2%	-1%	0%
Cc1cc(NC(=O)CCSc2ccccc2)no1	9%[10 µM]	4%	6%	-12%	1%	-3%	-9%	-1%
CC(C)c1ccc(NC(=O)C2C3C=CC4(CN(Cc5cccnc5)C(=O)C24)O3)cc1 (stereo unspecified)	-11%	/	8%	-7%	1%	-5%	-2%	-6%
COc1ccc(SC[C@H](CC(C)C)N2CCN(CCc3ccccc3)CCC2=O)cc1	10%[10 µM]	-6%	-5%	0%	/	2%	14%	4%
CC(=O)NN1C(=O)/C(=C\c2ccc(C)cc2)SC1=S	31%	0%	1%	1%	11%	?	-18%	7%
COc1ccc(CNCCCO)cc1OC	-2%[10 µM]	0%	-4%	1%	-8%	-3%	0%	-3%
COC(=O)NC/C=C\c1nc(CCCO)co1	8%[10 µM]	1%[17.4 µM]	10%[17.5 µM]	/	/	-5%[11.5 µM]	-6%[11.6 µM]	0%[11.6 µM]
COc1ccc(Cl)c(Cn2c(NCc3ccco3)nc3c2c(=O)n(C)c(=O)n3C)c1	-30%[0.074 µM]	5%	7%	-6%	3%	?	-17%	-3%
CCOc1cccc(-c2nnc3sc(-c4ccc(C)cc4)nn23)c1	-40%[inhibitor]	2%	4%	5%	-1%	?	-2%	4%
O=[N+]([O-])c1ccccc1CN1CCN(Cc2ccccn2)CC1	11%	-19%	-6%	3%	-3%	-7%	-5%	8%
COc1ccc(OC)c(S(=O)(=O)N2Cc3ccccc3CC2C(=O)Nc2ccc(C)cc2C)c1 (stereo unspecified)	/	/	/	-12%[76.3 µM]	/	-2%	-15%	-3%
CC(C)(C)OC(=O)N1CCC(C(=O)N2CCOCC2)CC1	18%	-9%	-5%	-11%	-10%	-3%	-1%	8%
N#CCCN(CCC#N)C(=O)c1ccc(Cl)cc1	-1%[10 µM]	-1%	11%	1%	-2%	1%	1%	-1%
CCOC(=O)c1c(NC(=O)CN(CC)CC)sc2c1CCN(C(=O)OCC)C2	-21%	-6%	5%	-9%	-12%	?	-6%	-9%
Cc1ccccc1OCc1csc(N)n1	-34%[inhibitor]	-3%	-3%	-1%	0%	-7%	-3%	-4%
Cc1cc(Cl)ccc1OCC(=O)N(Cc1ccc(N(C)C)cc1)C1CCS(=O)(=O)C1 (stereo unspecified)	/	/	/	-14%[76.3 µM]	/	?	-23%	7%
CCO[C@H]1OC(C(=O)O)=C[C@@H](c2ccc3c(c2)OCO3)[C@@H]1CCCO	13%[10 µM]	-3%	1%	-13%	/	-4%	3%	5%
CC(OC(=O)CCCN1C(=O)c2ccccc2C1=O)C(=O)Nc1ncc(Cl)cc1Cl (stereo unspecified)	-13%	-1%	3%	0%	-4%	-8%	-5%	0%
COc1ccc(CCCc2nc3ccccc3[nH]2)cc1	8%[10 µM]	3%	3%	-1%	/	/	/	/
Cc1ccc(OCC(=O)Nc2ccc(-c3nnc(-c4ccco4)o3)cc2)cc1	-20%	-3%	-10%	-11%	4%	?	-8%	-2%
Cc1ccc(S(=O)(=O)NCC(=O)N(CC(=O)NCC2CCCO2)C2CCCC2)cc1 (stereo unspecified)	-2%	-8%	-1%	1%	-12%	5%	-4%	-1%
CC(=O)NCCc1csc(-c2ccccc2)n1	11%[10 µM]	1%	7%	2%	5%	-6%	0%	2%
CCOC(=O)c1sc(=NC(=O)c2ccc(S(=O)(=O)N(C)c3ccccc3)cc2)n(C)c1C	-39%[inhibitor]	-7%	-3%	5%	3%	-8%	-9%	1%
NC(=O)c1c(NC(=O)CSc2nnc(-c3ccco3)n2-c2ccccc2)sc2c1CCC2	-80%[inhibitor]	1%	1%	-19%	2%	?	-17%	-12%
O=C(CSc1nnc(COc2ccc(Cl)cc2)o1)OC1CCCCC1	7%[10 µM]	-1%	5%	-4%	-12%	-15%	-7%	5%
Cc1ccc(OCCN2C(=O)C(=O)c3cccc(C)c32)cc1	8%[10 µM]	1%	-5%	5%	13%	-11%	3%	3%
COc1cccc(CN2CCN(Cc3ccc(C#CC(C)(C)O)s3)CC2CCO)c1 (stereo unspecified)	9%[10 µM]	0%	1%	-9%	-3%	-7%	-11%	-15%
CN1CCN(CC(=O)N(C)c2nc(-c3ccccc3)cs2)CC1	-17%[0.074 µM]	5%	9%	-11%	-1%	-15%	4%	0%
CCOc1ccc(-c2noc(-c3ccncc3)n2)cc1OCC	-14%	2%	4%	6%	-5%	-15%	-7%	-2%
Cn1cccc1CNC(=O)Nc1ccccc1	-44%[inhibitor]	-2%	-2%	3%	-2%	-9%	-11%	-4%
Nc1c(C(=O)N/N=C/c2ccc(OCc3ccccc3)cc2)cnn1-c1ccccc1	-15%[10 µM]	8%	8%	3%	/	/	-4%	-5%

By substructure: the compounds so far containing a COOH group (2)
SMILES	HTT ATP protect	GAA spleen mod	GLA spleen mod	GAA glycogen mod	GAA inh	Tau ThT inhib	Tau fluor counter	Tau fibril FP
O=C(O)c1sc(Nc2ccccc2)nc1-c1ccccc1	/	/	/	11%[76.3 µM]	/	-12%	-17%	-7%
CCO[C@H]1OC(C(=O)O)=C[C@@H](c2ccc3c(c2)OCO3)[C@@H]1CCCO	13%[10 µM]	-3%	1%	-13%	/	-4%	3%	5%

Next part.
SMILES	HTT ATP protect	GAA spleen mod	GLA spleen mod	GAA glycogen mod	GAA inh	Tau ThT inhib	Tau fluor counter	Tau fibril FP
Cc1ccc(N(CC(=O)Nc2ccc(Cl)cc2)S(=O)(=O)c2cccc3nonc23)cc1	/	/	/	-17%[76.3 µM]	/	-5%	?	-3%
COc1ccc(-c2cc(=O)c3cc(C)ccc3[nH]2)cc1	-317%[inhibitor][96.6 µM]	-5%[119 µM]	-1%[119 µM]	3%	7%	-13%[81.4 µM]	0%[81.3 µM]	0%[81.3 µM]
COc1cc2c(cc1OC)C(c1ccc(-c3ccc(Cl)cc3Cl)o1)=NCC2	-104%[inhibitor]	2%	12%	-14%	3%	?	-11%	3%
CC(=O)c1ccc(NC(=O)c2cc3sccc3n2Cc2ccc(F)cc2)cc1	/	/	/	13%[76.3 µM]	/	3%	-23%	?
Cc1ccc(NC(=O)CSc2nnc(CN3CCOCC3)n2-c2ccccc2)cc1	-7%[10 µM]	-8%	0%	-2%	3%	-6%	-1%	-6%
O=C(O)c1ccc(/C=N/N2CCN(Cc3ccc(Cl)cc3)CC2)cc1	-23%[10 µM]	-2%	-8%	16%	6%	8%	15%	4%
CC(c1ccon1)N(C)C(=O)CCc1nnc(Cc2ccc(-c3ccccc3)cc2)o1 (stereo unspecified)	16%[10 µM]	-3%	-7%	-6%	-11%	-12%	-1%	14%
COc1ccc(C2CC(=O)c3c(O)cc(O[C@H]4OC(COC5OC(C)C(O)C(O)[C@@H]5O)C(O)C(O)C4O)cc3O2)cc1O (stereo partly specified)	/	-5%	2%	/	/	-3%	2%	1%
CCOc1ccc(N(C(C)C(=O)NN=C2CCCCCCC2)S(C)(=O)=O)cc1 (stereo unspecified)	20%[10 µM]	-13%	2%	-3%	-7%	1%	1%	-1%

Screens as filed in PubChem.
